FLuc act counter – firefly luciferase counter-screen for stimulation assays; activation factor at 10 µM; ATPlite luciferase biochemical, luminescence, 10 min; 0 = ATP-free wells, 1 = DMSO control; 200,000 tested, under 10 active; P08659;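 active = luciferase activation factor, scaled between plate controls, of at least 2 with compound at 10 µM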
Target sequence (P08659 whole entry, looked up): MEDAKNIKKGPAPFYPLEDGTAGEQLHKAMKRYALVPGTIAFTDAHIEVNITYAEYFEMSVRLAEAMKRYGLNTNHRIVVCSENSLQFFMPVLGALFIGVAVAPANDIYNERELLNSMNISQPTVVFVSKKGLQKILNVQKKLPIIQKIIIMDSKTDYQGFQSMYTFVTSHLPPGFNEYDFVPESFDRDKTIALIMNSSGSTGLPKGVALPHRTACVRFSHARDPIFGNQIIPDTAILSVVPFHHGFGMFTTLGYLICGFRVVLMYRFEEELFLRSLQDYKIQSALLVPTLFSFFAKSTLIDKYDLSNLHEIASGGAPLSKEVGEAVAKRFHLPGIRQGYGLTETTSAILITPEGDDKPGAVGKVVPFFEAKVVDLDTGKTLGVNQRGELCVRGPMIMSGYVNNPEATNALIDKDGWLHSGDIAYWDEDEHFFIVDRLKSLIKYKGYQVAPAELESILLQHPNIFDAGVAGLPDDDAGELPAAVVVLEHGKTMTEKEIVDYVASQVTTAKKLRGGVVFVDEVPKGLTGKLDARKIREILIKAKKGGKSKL
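System: Luciferase/luciferin detection reagent, cell-free biochemical luciferase assay | Medium: PBS buffer for ATP | Dosing: Test compounds dosed from 2 mM stocks in 100% DMSO | Timing: 10 min at ambient temperature | Signal: Luminescence measurement of luciferase light output | Evaluation: Luciferase activation, seen as luminescence increase over controls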
G6PDH CS – counter-screen for G6PDH assay hits: L. mesenteroides G6PDH inhibition | Purified L. mesenteroides G6PDH, diaphorase/resazurin coupled fluorescence, 45 min | 200,000 compounds, 0.12% hits | AID 1020 | inhibition, % at 5 µM; in the data active = inhibition above about 50%
PMI act satM6P – PMI (human) activation, high substrate. 190,000 compounds, 0.34% hits. P34949. activation factor at 20 µM. coupled PMI enzyme assay, resazurin fluorescence, 20 min; stronger effect = higher value; 1 = untreated enzyme, 0 = substrate-free blank;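 active = activation factor of 2 or more at 20 µM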
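Test system: human phosphomannose isomerase with PGI, G6PDH, diaphorase coupling enzymes; amount: 15 ng/mL PMI; incubation: enzyme reaction with compound 20 min at room temperature; technique: resorufin fluorescence (Ex 544/Em 590 nm) from resazurin via diaphorase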
Diaph act CS – counter-screen for diaphorase-based assays: diaphorase activators and chemical reducers. 190,000 compounds, 0.005% hits. AID 1229. Diaphorase/resazurin coupled assay, resorufin fluorescence, 16 min; stronger effect = higher value; 1 = vehicle wells, 0 = NADH-free wells. activation factor at 20 µM;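 active = diaphorase activity raised at least twofold by the compound at 20 µM; inactive = activation factor below 2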
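Material: Clostridium kluyveri diaphorase, purified enzyme; Quantity: enzyme 0.07 U/mL final; Medium: HEPES pH 7.4 buffer with MgCl2 and Tween 20; Dosing: single compound dose of 20 µM, 1% DMSO final; Schedule: 16 min reaction at room temperature; Measured by: red resorufin fluorescence at 544/590 nm excitation/emission.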
TNAP act hi DEA – TNAP (human) activation, high acceptor; purified TNAP, CDP-star luminescence, 1 M DEA, 30 min; stronger effect = higher value; 0 = EDTA background, 1 = DMSO-only activity; 200,000 tested, under 10 active; AID 1136; activation factor at 20 µM; P05186;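 active = activation factor at least 2 at 20 µM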
Target sequence (P05186 whole entry, looked up): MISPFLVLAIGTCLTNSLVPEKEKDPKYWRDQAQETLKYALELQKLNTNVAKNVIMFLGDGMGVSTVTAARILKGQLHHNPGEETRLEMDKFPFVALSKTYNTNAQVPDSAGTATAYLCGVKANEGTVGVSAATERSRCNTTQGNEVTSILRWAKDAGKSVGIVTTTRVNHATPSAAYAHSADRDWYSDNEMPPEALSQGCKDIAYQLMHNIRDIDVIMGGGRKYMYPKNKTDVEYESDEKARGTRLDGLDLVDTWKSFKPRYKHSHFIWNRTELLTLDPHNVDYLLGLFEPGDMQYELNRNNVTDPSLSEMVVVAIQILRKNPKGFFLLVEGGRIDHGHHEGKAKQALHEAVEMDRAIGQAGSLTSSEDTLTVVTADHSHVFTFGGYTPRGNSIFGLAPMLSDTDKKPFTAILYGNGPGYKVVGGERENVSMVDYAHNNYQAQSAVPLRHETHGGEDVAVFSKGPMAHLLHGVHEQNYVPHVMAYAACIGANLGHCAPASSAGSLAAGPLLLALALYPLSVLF
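Measured by: Luminescent substrate turnover signal | Test system: Human TNAP | Input: TNAP 1/800 final | Dosing: 20 µM single point | Schedule: 30 min, room temperature | Controls: EDTA wells as negative control, DMSO wells as positive control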
PMI act – activators of human phosphomannose isomerase | P34949 | purified human PMI, coupled resazurin fluorescence, 20 min; stronger effect = higher value; 1 = vehicle control, 0 substrate-free wells | activation factor at 20 µM | 190,000 compounds, 0.005% hits | AID 1214;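 active = activation factor of 2 or more at 20 µM, relative to plate controls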
Diaphorase inh – diaphorase inhibition or chemical oxidation counter-screen; diaphorase resazurin-to-resorufin fluorescence, NADH, 16 min; bacterial (C. kluyveri) enzyme, not human; inhibition, % at 20 µM; 190,000 compounds, 0.69% hits;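 active = primary screen inhibition at 20 µM above a set limit, cut at about 50% in these data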;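 also: plate controls were DMSO with full reaction for no effect and wells lacking NADH for full effect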
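Assay system – diaphorase enzyme from Clostridium kluyveri · Amount – diaphorase 0.14 U/mL (working solution) · Times – reaction incubation of 16 min at room temperature · Controls – No-NADH positive control and DMSO neutral control · Signal – resorufin fluorescence 544/590 nm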
TNAP inh noacc – inhibitors of human TNAP without phosphate acceptor; purified TNAP, CDP-star luminescence, 30 min; P05186; 200,000 compounds, 0.26% hits; AID 1012; inhibition, % at 20 µM;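 active = tissue-nonspecific alkaline phosphatase inhibition above about 50% at 20 µM in the single-dose screen, limit read from the data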;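 also: 0% = DMSO negative control and 100% = EDTA positive control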
TNAP inh hi DEA – blocks human TNAP under high phosphate acceptor concentration. purified TNAP, CDP-star luminescence, 1 M DEA. 200,000 compounds, 0.03% hits. AID 1135. P05186. inhibition, % at 20 µM;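 active = over 50% inhibition of tissue-nonspecific alkaline phosphatase at 20 µM in the single-dose screen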;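 also: plate controls were DMSO wells for no effect and EDTA-quenched wells as full inhibition for full effect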
Efa HMGR inh – inhibitors of class II HMG-CoA reductase from Enterococcus faecalis | purified E. faecalis HMGR, NADPH absorbance 340 nm kinetic | inhibition, % at 10 µM | 190,000 compounds, 0.41% hits | AID 1066;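 active = inhibition above a set limit, the median over all tested compounds plus 3 SD, cut at about 9.5% in these data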;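 also: enzyme runs in reverse so mevalonate oxidation gives rising NADPH absorbance; 0% = complete reaction with DMSO and 100% = background rate lacking mevalonate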
* = called active by the depositor.

CC1=CC(C)(C)[N+](C)(C)c2ccc(C)cc21 was read as FLuc act counter 1.1, G6PDH CS 11.3, PMI act satM6P 0.9, Diaph act CS 1.1, TNAP act hi DEA 1, PMI act 0.9, Diaphorase inh -12.1, TNAP inh noacc -8.2, TNAP inh hi DEA -3.2 and Efa HMGR inh -2.2.
CCN(CC)S(=O)(=O)c1cccc(C(=O)N/N=C/c2c(C)nn(-c3ccccc3)c2Cl)c1 was read as FLuc act counter 1.1, G6PDH CS 15.4, PMI act satM6P 1.1, Diaph act CS 1, TNAP act hi DEA 1, PMI act 1, Diaphorase inh 2.5, TNAP inh noacc 0.8, TNAP inh hi DEA -1.1 and Efa HMGR inh -6.5.
For COC(=O)CC1C(=O)NCCN1C(=S)Nc1cccc(C(F)(F)F)c1 (stereo unspecified) the results were FLuc act counter 1, G6PDH CS 3.1, PMI act satM6P 1.1, Diaph act CS 1, TNAP act hi DEA 1, PMI act 1.1, Diaphorase inh 3.7, TNAP inh noacc 5.9, TNAP inh hi DEA -1.3 and Efa HMGR inh 0.7.
`CC1CN(C2CCN(C(=O)COc3ccccc3)CC2)CC(C)O1` (stereo unspecified) gave FLuc act counter 1, G6PDH CS -2.2, PMI act satM6P 1.2, Diaph act CS 1, TNAP act hi DEA 1, PMI act 1.1, Diaphorase inh 3.4, TNAP inh noacc -11.9, TNAP inh hi DEA -3.3 and Efa HMGR inh 0.8.
For O=C(/C=C/c1ccco1)NC1=NCCS1 the results were FLuc act counter 0.7, G6PDH CS 2.8, PMI act satM6P 0.9, Diaph act CS 0.9, TNAP act hi DEA 1, PMI act 0.9, Diaphorase inh 8.5, TNAP inh noacc -17.0, TNAP inh hi DEA 1.7 and Efa HMGR inh 0.1.
Cc1noc2ncnc(N3CCCC3)c12 was read as FLuc act counter 1.1, G6PDH CS 5.0, PMI act satM6P 1, Diaph act CS 1.1, TNAP act hi DEA 1, PMI act 1, Diaphorase inh -6.5, TNAP inh noacc -3.6, TNAP inh hi DEA -4.5 and Efa HMGR inh -6.0.
C=CCNC(=O)CC(=O)N/N=C/c1cccs1 was read as FLuc act counter 1, G6PDH CS -2.6, PMI act satM6P 1.1, Diaph act CS 0.8, TNAP act hi DEA 1, PMI act 1, Diaphorase inh 16.8, TNAP inh noacc -7.6, TNAP inh hi DEA -3.2 and Efa HMGR inh -7.8.
`Oc1cccc2c(NC(=S)Nc3ccc(SC(F)F)cc3)cccc12` gave FLuc act counter 1, G6PDH CS 21.9, PMI act satM6P 0.7, Diaph act CS 0.7, TNAP act hi DEA 0.9, PMI act 0.9, Diaphorase inh 32.0, TNAP inh noacc 6.1, TNAP inh hi DEA 10.6 and Efa HMGR inh -2.5.
`CCOC(=O)C1CSC(CC(=O)Nc2ccc(OCC)cc2)C(=O)N1` (stereo unspecified) gave FLuc act counter 1, G6PDH CS 7.6, PMI act satM6P 1.1, Diaph act CS 0.9, TNAP act hi DEA 1, PMI act 1.1, Diaphorase inh 5.1, TNAP inh noacc 2.2, TNAP inh hi DEA 0.7 and Efa HMGR inh -1.2.
Screening COc1cccc(C(=O)NCCOc2cc(C)cc(C)c2)c1 returned FLuc act counter 1, G6PDH CS 3.9, PMI act satM6P 1.1, Diaph act CS 0.9, TNAP act hi DEA 1, PMI act 1, Diaphorase inh 5.4, TNAP inh noacc -12.5, TNAP inh hi DEA 0.1 and Efa HMGR inh 0.7.
`CCc1nnc2sc(-c3ccc(NC(=O)c4ccc5c(c4)OCCO5)cc3)nn12` gave FLuc act counter 1, G6PDH CS -38.2, PMI act satM6P 0.9, Diaph act CS 0.9, TNAP act hi DEA 1, PMI act 0.8, Diaphorase inh 14.2, TNAP inh noacc -6.0, TNAP inh hi DEA -0.3 and Efa HMGR inh 2.4.
For O=C(Cc1ccccc1)NCc1n[nH]c(=S)n1-c1ccc(Br)cc1 the results were FLuc act counter 1.1, G6PDH CS 6.5, PMI act satM6P 1.1, Diaph act CS 0.9, TNAP act hi DEA 1, PMI act 1.1, Diaphorase inh 6.9, TNAP inh noacc 12.3, TNAP inh hi DEA -4.0 and Efa HMGR inh -0.9.
COc1ccc(-c2csc(CCn3nc(C)cc3C)n2)cc1 was read as FLuc act counter 1, G6PDH CS -4.9, PMI act satM6P 1, Diaph act CS 1, TNAP act hi DEA 1, PMI act 0.9, Diaphorase inh 0.1, TNAP inh noacc 1.1, TNAP inh hi DEA 2.4 and Efa HMGR inh 2.0.
Cc1c(C(=O)Nc2ccncc2)oc2c1C(=O)CC(C)(C)C2 was read as FLuc act counter 1, G6PDH CS -22.9, PMI act satM6P 0.9, Diaph act CS 0.9, TNAP act hi DEA 1, PMI act 0.9, Diaphorase inh 11.1, TNAP inh noacc -8.3, TNAP inh hi DEA -0.6 and Efa HMGR inh -2.9.
CCc1ccc(C2(C)SC(NC(C)=O)=NN2C(C)=O)cc1 (stereo unspecified) was read as FLuc act counter 1, G6PDH CS 3.0, PMI act satM6P 1, Diaph act CS 0.9, TNAP act hi DEA 0.9, PMI act 1, Diaphorase inh 7.8, TNAP inh noacc -2.3, TNAP inh hi DEA 5.6 and Efa HMGR inh 0.8.
For CC(=O)c1nn(-c2cccc(Br)c2)cc1C(=O)c1ccco1 the results were FLuc act counter 1, G6PDH CS -0.6, PMI act satM6P 1, Diaph act CS 1, TNAP act hi DEA 1, PMI act 1.1, Diaphorase inh -1.2, TNAP inh noacc -6.4, TNAP inh hi DEA -0.7 and Efa HMGR inh -4.3.
For CCN(C(=O)CSc1nnc(NCc2ccccc2)s1)C1CCS(=O)(=O)C1 (stereo unspecified) the results were FLuc act counter 0.9, G6PDH CS 15.2, PMI act satM6P 1.1, Diaph act CS 0.9, TNAP act hi DEA 1, PMI act 1.1, Diaphorase inh 7.3, TNAP inh noacc -10.8, TNAP inh hi DEA -1.2 and Efa HMGR inh -1.8.
For C=CCOC(=O)C(=O)/C=C/c1c(C)n(C)n(-c2ccccc2)c1=O the results were FLuc act counter 1.1, G6PDH CS 5.1, PMI act satM6P 1, Diaph act CS 0.9, TNAP act hi DEA 1.1, PMI act 1, Diaphorase inh 10.2, TNAP inh noacc -9.5, TNAP inh hi DEA -10.0 and Efa HMGR inh 4.2.
Screening CN(C)c1ccc(CNCCC2(O)CCOC(C)(C)C2)cc1 (stereo unspecified) returned FLuc act counter 1.1, G6PDH CS -9.8, PMI act satM6P 0.7, Diaph act CS 0.9, TNAP act hi DEA 1, PMI act 0.9, Diaphorase inh 12.2, TNAP inh noacc -2.1, TNAP inh hi DEA -1.6 and Efa HMGR inh -4.0.
C=CCc1ccc(OCC(O)CN2CCN(Cc3ccc(Cl)cc3)CC2)c(OC)c1 (stereo unspecified) was read as FLuc act counter 0.9, G6PDH CS -1.4, PMI act satM6P 1.2, Diaph act CS 1, TNAP act hi DEA 1, PMI act 1.2, Diaphorase inh 0.5, TNAP inh noacc 6.2, TNAP inh hi DEA 4.7 and Efa HMGR inh -1.5.
Screening O=C(Nc1cccc(Cn2cccn2)c1)c1cc2c(s1)CCCC2 returned FLuc act counter 0.9, G6PDH CS 13.0, PMI act satM6P 1, Diaph act CS 0.9, TNAP act hi DEA 1, PMI act 0.9, Diaphorase inh 10.4, TNAP inh noacc -4.2, TNAP inh hi DEA 1.8 and Efa HMGR inh -7.3.
Cc1ccc(C(=O)NCc2ccco2)cc1Br was read as FLuc act counter 1.1, G6PDH CS -0.3, PMI act satM6P 1, Diaph act CS 0.9, TNAP act hi DEA 1.1, PMI act 1, Diaphorase inh 14.9, TNAP inh noacc -19.9, TNAP inh hi DEA -5.3 and Efa HMGR inh 0.9.
`O=C(N/N=C(\c1ccccc1)c1ccccn1)c1cccc([N+](=O)[O-])c1` gave FLuc act counter 1, G6PDH CS -0.1, PMI act satM6P 1.2, Diaph act CS 1, TNAP act hi DEA 1, PMI act 1.1, Diaphorase inh -4.8, TNAP inh noacc -14.6, TNAP inh hi DEA 0.0 and Efa HMGR inh -3.9.
Cc1noc(NC(=O)c2ccc(F)cc2)c1C#N was read as FLuc act counter 1, G6PDH CS -0.6, PMI act satM6P 1, Diaph act CS 1, TNAP act hi DEA 1, PMI act 0.9, Diaphorase inh 4.0, TNAP inh noacc -5.3, TNAP inh hi DEA -0.4 and Efa HMGR inh -0.2.
Screening O=C(NC(=S)Nc1cc([N+](=O)[O-])ccc1Cl)c1ccccc1 returned FLuc act counter 1, G6PDH CS 5.4, PMI act satM6P 0.9, Diaph act CS 0.9, TNAP act hi DEA 1, PMI act 0.8, Diaphorase inh 8.1, TNAP inh noacc 6.4, TNAP inh hi DEA 2.7 and Efa HMGR inh -1.0.
Screening O=C(NNC(=O)C1CC(c2cccnc2)=NO1)Nc1ccccc1F (stereo unspecified) returned FLuc act counter 1, G6PDH CS 5.4, PMI act satM6P 1.1, Diaph act CS 1, TNAP act hi DEA 1, PMI act 1, Diaphorase inh 2.0, TNAP inh noacc -84.8, TNAP inh hi DEA -2.0 and Efa HMGR inh -6.4.
O=C1CC(c2ccc(F)cc2)C(n2cncn2)C(O)=C1C1NCCc2ccccc21 (stereo unspecified) was read as FLuc act counter 1.1, G6PDH CS 1.4, PMI act satM6P 0.8, Diaph act CS 0.8, TNAP act hi DEA 1, PMI act 0.9, Diaphorase inh 18.6, TNAP inh noacc -2.3, TNAP inh hi DEA -4.9 and Efa HMGR inh -6.6.
Screening Cn1c(SCC(=O)N2CCOCC2)nc(O)cc1=O returned FLuc act counter 1, G6PDH CS 7.9, PMI act satM6P 0.9, Diaph act CS 0.8, TNAP act hi DEA 1, PMI act 0.9, Diaphorase inh 25.0, TNAP inh noacc -5.4, TNAP inh hi DEA -3.7 and Efa HMGR inh 3.0.

As a short view, some entries already given:
Cc1noc(NC(=O)c2ccc(F)cc2)c1C#N was read as FLuc act counter 1, G6PDH CS -0.6, PMI act satM6P 1, Diaph act CS 1, TNAP act hi DEA 1, PMI act 0.9, Diaphorase inh 4.0, TNAP inh noacc -5.3, TNAP inh hi DEA -0.4 and Efa HMGR inh -0.2.
Screening O=C(NC(=S)Nc1cc([N+](=O)[O-])ccc1Cl)c1ccccc1 returned FLuc act counter 1, G6PDH CS 5.4, PMI act satM6P 0.9, Diaph act CS 0.9, TNAP act hi DEA 1, PMI act 0.8, Diaphorase inh 8.1, TNAP inh noacc 6.4, TNAP inh hi DEA 2.7 and Efa HMGR inh -1.0.

Assay outcomes: PubChem, several laboratories
